# HSF-1 act = increases HSF-1 driven luciferase reporter signal. NIH3T3-HGL HSF-1 luciferase reporter, MG132, 8 h; 100% = twice DMSO control signal. activation, % at 9 µM. hit rate 1.7% among 300,000;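 active = mean replicate activation of at least 50% with a set share of replicates each reaching 50%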;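 note: 0% = median of the neutral control wells and 100% = twice that signal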
# HSF1 inhib = HSF1 inhibition; NIH3T3-HGL HSE-luciferase, MG132-induced, luminescence 8 h; active compounds read low; activity change, negative = inhibition, % at 7.5 µM (by protocol); hit rate 0.77% among 300,000; AID 2098;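 active = more than half of replicate wells show activity change below -50%, luminescence cut by over half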;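 note: luciferase reports HSF-1 transcriptional activity via heat shock element; 0% = median of DMSO wells and -100% = zero luminescence signal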
# aSyn 5UTR inh = MLPCN primary screen, SNCA 5' untranslated region; inhibition, % (tested at 7.5 µM); alpha-synuclein 5'UTR reporter, inhibitor activity; hit rate 0.82% among 300,000; in the data active = inhibition above about 60%;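 note: H4 neuroglioblastoma cells stably carrying SNCA 5'UTR luciferase fusion; 0% = DMSO wells and 100% = positive control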
# GSK3 alpha inh = human GSK-3 alpha kinase inhibition; P49840; ADP-Glo luminescence, 60 min; inhibition, % at 10 µM; hit rate 0.1% among 320,000;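 in the data active = inhibition above about 50%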;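 note: GST-tagged GSK-3 alpha with peptide substrate and 25 µM ATP; 0% = DMSO neutral wells and 100% = GW8510 positive control wells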
# Target sequence (P49840 whole entry, looked up): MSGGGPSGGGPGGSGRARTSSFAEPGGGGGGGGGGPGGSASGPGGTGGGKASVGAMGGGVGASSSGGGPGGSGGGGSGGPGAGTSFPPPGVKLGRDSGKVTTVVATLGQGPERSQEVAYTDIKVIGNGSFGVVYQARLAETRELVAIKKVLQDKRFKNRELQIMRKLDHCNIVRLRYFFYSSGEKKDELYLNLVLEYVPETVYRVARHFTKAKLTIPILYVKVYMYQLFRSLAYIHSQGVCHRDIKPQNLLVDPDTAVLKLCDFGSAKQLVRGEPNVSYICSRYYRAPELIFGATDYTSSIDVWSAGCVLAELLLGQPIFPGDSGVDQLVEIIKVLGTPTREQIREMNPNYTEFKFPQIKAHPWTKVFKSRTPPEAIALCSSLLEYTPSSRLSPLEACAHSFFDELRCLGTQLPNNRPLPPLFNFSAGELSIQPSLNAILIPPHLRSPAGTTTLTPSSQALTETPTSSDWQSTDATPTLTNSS
# AI-2 QS mod = modulates the Vibrio harveyi AI-2 quorum sensing system; Vibrio harveyi JMH597 AI-2 luminescence/OD600 ratio, 9 h; active compounds read low; strain lacks LuxN and CqsS sensors; 0 = neutral-control median; activity change, % at 7.5 µM; hit rate 0.4% among 300,000; AID 2094; in the data active = activity change below about -75%, passing the limit was not always enough;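 note: luminescence divided by OD600 gain over 9 h not by final OD600 alone; inactives centre near 13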
# GSK3B inh = inhibitors of human GSK3beta kinase | GST-GSK3beta kinase, ADP-Glo luminescence, 60 min; active compounds read low | activity score (negative = inhibition), % at 10 µM | hit rate 0.038% among 300,000 | AID 2097;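 active = more than half of replicate wells score below -50%, meaning over 50% inhibition versus plate controls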;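 note: 0% = median DMSO wells and -100% = median GW8510 positive control wells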
# Target sequence (P49841 whole entry, looked up): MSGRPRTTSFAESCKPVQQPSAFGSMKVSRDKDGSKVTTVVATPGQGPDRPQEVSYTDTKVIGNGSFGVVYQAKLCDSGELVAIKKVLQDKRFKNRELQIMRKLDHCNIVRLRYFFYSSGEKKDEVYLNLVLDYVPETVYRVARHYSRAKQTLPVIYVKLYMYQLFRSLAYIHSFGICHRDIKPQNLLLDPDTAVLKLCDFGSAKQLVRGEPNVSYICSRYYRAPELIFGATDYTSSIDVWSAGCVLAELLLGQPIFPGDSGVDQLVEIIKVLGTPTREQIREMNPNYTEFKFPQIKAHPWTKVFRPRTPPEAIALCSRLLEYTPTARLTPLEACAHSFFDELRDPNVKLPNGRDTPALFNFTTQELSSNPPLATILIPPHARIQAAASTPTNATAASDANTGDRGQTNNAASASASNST
#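 Test system: GST-tagged human GSK3beta kinase, cell-free; evaluation: activity score scaled between in-plate DMSO and GW8510 controls; measured by: ADP-Glo luminescence; incubation: 60 min reaction, RT; benchmarks: DMSO and 20 µM GW8510; reagent: peptide substrate plus 25 µM ATP (final); medium: Tris/MgCl2 kinase buffer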
# HIF act = HIF pathway transcriptional activation. activation, % at 7.5 µM (by protocol). hit rate 0.32% among 300,000. U2OS HRE-luciferase reporter, luminescence; normalized: DMSO 0%, desferrioxamine 100%;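 active = mean activation of at least 10% of the iron chelator positive control signal, with at least half of replicates also reaching 10%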
# IEC-6 tox = counter-screen for KLF5 inhibitors: cytotoxicity in IEC-6 cells. hit rate 0.78% among 290,000. IEC-6 cytotoxicity, luminescence viability. AID 1825. inhibition, % at 5 µM; in the data active = inhibition above about 22%;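 note: 0% = plate median of test compound wells and 100% = cytotoxic reference compound wells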
# HSP90 refold inh = HSP90 refolding inhibition in rabbit reticulocyte lysate; luciferase refolding luminescence, 3 h; inhibition, % at 5.6 µM; hit rate 0.91% among 290,000; AID 1789;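 active = inhibition above the screen-wide mean plus 3 SD, computed separately per campaign, cut at about 16% in these data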;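 note: 0% = DMSO wells and 100% = 60 µM geldanamycin wells; inhibitors lower the luminescence because luciferase stays unfolded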
# KLF5 inhibitor = inhibitors of KLF5 expression; inhibition, % at 5 µM; hit rate 0.23% among 290,000; AID 1700; DLD-1 KLF5 promoter-luciferase reporter, luminescence;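 active = inhibition above a per-plate limit of that plate's mean compound inhibition plus 3 SD, cut at about 60% in these data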;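 note: 0% = DMSO wells and 100% = LY294002 at 200 µM; higher means less KLF5 promoter-driven luciferase light; inactives centre near -14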
# * = called active by the depositor; / = no result given.
SMILES,HSF-1 act,HSF1 inhib,aSyn 5UTR inh,GSK3 alpha inh,AI-2 QS mod,GSK3B inh,HIF act,IEC-6 tox,HSP90 refold inh,KLF5 inhibitor
COc1ccc(CCNC(=O)CNC(=O)c2nn(-c3ccc(OC)c(OC)c3)c(=O)c3ccccc23)cc1OC,-6,-6,-3,-1,10,-1,-0.7,2,-1,2
COC(=O)CNc1nc(Cl)nc(NC2CCCCC2)n1,41,19,-2,1,6,-1,0.9,4,-2,-57
CCN(CCCNC(=O)c1ccc2c(c1)NC(=O)CN2C)c1cccc(C)c1,-7,4,-18,0,35,0,-0.2,10,20*,-22
C=CC1CN(C(=O)OCC(Cl)(Cl)Cl)C2CC3c4ccc(OC)cc4NC3C3CC1C2CO3 (stereo unspecified),10,9,1,-2,7,0,-0.2,/,/,/
COc1cccc2c3c(c(=O)[nH]c12)CC(C)(C)O3,-2,1,2,-2,42,3,0.4,/,/,/
CC(C)(C)NC(=O)COC(=O)c1c2c(nc3ccccc13)CCC2,13,-9,9,-1,15,3,-0.9,1,-3,3
Cn1nccc1C(=O)N1CCN(c2ccccc2F)CC1,23,2,-6,1,20,1,-0.1,-1,3,-42
CCOc1cc(/C=N/NC(=O)c2ccc(NC(=O)C3CC3)cc2)ccc1O,-11,-7,11,-2,29,0,0.1,-4,-2,-10
Cc1ccsc1CNC(=O)c1c(-c2ccccc2)noc1C,-2,-3,2,-1,11,-3,-0.2,6,3,18
CCOC(=O)c1c(C)[nH]c(C(=O)Nc2ccc3c(c2)OCO3)c1C,35,25,-99,-2,-4,-1,3.7,5,2,-169
O=C(OCC(=O)N1CCCC1=O)c1cc(Cl)ccc1O,-21,-5,-3,-4,13,2,-0.4,/,/,/
O=C(NCc1cccs1)c1cc(-c2ccc(O)cc2)on1,49,22,-157,-1,17,-2,4.9,-7,-2,-83
C=C(C)C(=O)Nc1cccc(C2=NOC3(C2)C[C@@H](C(N)=O)N(C(=O)/C(C)=C/C)C3)c1 (stereo partly specified),-10,-6,23,2,9,1,-0.5,/,/,/
O=c1c2ccccc2nc(CSc2nnnn2-c2ccccc2)n1-c1ccccc1,-2,-1,4,1,5,-1,-2.1,-2,-2,-10
CCOc1c(Cl)cc(/C=N/O)cc1OC,-12,-5,9,-2,-11,-2,0.3,3,4,-14

# Reprinted from the part before: two compounds; new compounds follow.
SMILES,HSF-1 act,HSF1 inhib,aSyn 5UTR inh,GSK3 alpha inh,AI-2 QS mod,GSK3B inh,HIF act,IEC-6 tox,HSP90 refold inh,KLF5 inhibitor
O=c1c2ccccc2nc(CSc2nnnn2-c2ccccc2)n1-c1ccccc1,-2,-1,4,1,5,-1,-2.1,-2,-2,-10
CCOc1c(Cl)cc(/C=N/O)cc1OC,-12,-5,9,-2,-11,-2,0.3,3,4,-14
COCc1cc(CN2CCN(C)CC2)c(O)c2ncccc12,-7,-2,8,-2,27,-10,0.0,-4,3,-26
CCc1cccc(NS(=O)(=O)c2ccc3c(c2)N(C)CCO3)c1,15,6,3,-1,9,4,-0.7,5,-6,-49
O=C(NCc1ccco1)/C(=C/c1ccc([N+](=O)[O-])cc1)NC(=O)c1ccco1,10,-5,-3,-2,16,1,0.1,2,-1,-2
COC(=O)[C@H](CCSC)NC(=O)c1cccnc1SC,-1,-5,4,-2,1,-2,633*,-1,-1,-8
Cc1ccc(C(=O)N(Cc2sccc2C)C2CCS(=O)(=O)C2)cc1 (stereo unspecified),10,-2,-2,-1,9,-5,0.5,0,-2,-21
Oc1ccc(/C=N/Nc2ccc3ccccc3c2)c(O)c1,-44,-43,-135,2,12,-3,0.9,10,11,7
CCOc1ccccc1NC(=O)CCS(=O)(=O)c1cccc2nsnc12,49,12,16,-1,38,-1,-0.1,-1,-1,-17
C=CCNC(=O)c1cccn1-c1ccsc1C(=O)OC,6,-3,-2,6,25,1,0.1,3,0,-21
CCN1CCc2c(sc(NC(=O)COc3ccccc3)c2C(=O)OC)C1,2,-7,-60,2,-6,-3,0.4,1,4,0
O=C(NNC(=O)c1nn(-c2ccc(F)cc2)ccc1=O)Nc1cccc(Cl)c1,21,2,11,0,25,3,-0.8,-6,0,-32
Clc1ccc(-n2nnnc2CN2CCCCC2)cc1Cl,-11,-4,3,/,12,-1,-0.1,-3,1,-1
COc1ccc(CCNC(=O)Cn2cnc3c(nnn3Cc3ccc(C)cc3)c2=O)cc1OC,-7,8,12,6,24,1,-0.1,4,3,-11
COc1ccc(C2=CSC3=NCCN23)cc1[N+](=O)[O-],5,-8,10,0,25,-1,-17,-2,-2,-23
CC(=O)Nn1c(COc2ccccc2C)nc2ccccc2c1=O,-2,-8,-6,-1,18,-14,-0.1,2,-4,-21
COc1ccc(CN2CCC(=O)N([C@H](CO)CC(C)C)CC2)cc1OC,-3,2,7,-1,33,0,-0.4,2,-8,1

# In a second layout: results already given.
# Results follow in this order: HSF-1 act	HSF1 inhib	aSyn 5UTR inh	GSK3 alpha inh	AI-2 QS mod	GSK3B inh	HIF act	IEC-6 tox	HSP90 refold inh	KLF5 inhibitor
CCN1CCc2c(sc(NC(=O)COc3ccccc3)c2C(=O)OC)C1
 : 2	-7	-60	2	-6	-3	0.4	1	4	0
CCOc1ccccc1NC(=O)CCS(=O)(=O)c1cccc2nsnc12
 : 49	12	16	-1	38	-1	-0.1	-1	-1	-17
CC(=O)Nn1c(COc2ccccc2C)nc2ccccc2c1=O
 : -2	-8	-6	-1	18	-14	-0.1	2	-4	-21

# HSP90 refold inh, entries above that show a hit
Compound	HSF-1 act	HSF1 inhib	aSyn 5UTR inh	GSK3 alpha inh	AI-2 QS mod	GSK3B inh	HSP90 refold inh	KLF5 inhibitor
CCN(CCCNC(=O)c1ccc2c(c1)NC(=O)CN2C)c1cccc(C)c1	-7	4	-18	0	35	0	20*	-22

# (list continues)
SMILES,HSF-1 act,HSF1 inhib,aSyn 5UTR inh,GSK3 alpha inh,AI-2 QS mod,GSK3B inh,HIF act,IEC-6 tox,HSP90 refold inh,KLF5 inhibitor
CN1CCN(CCCNC(=O)C2CCN(c3nnc(-n4cccc4)s3)CC2)CC1,10,-6,3,/,18,1,-0.6,-1,8,-3
CCN(CC)c1ccc(NC(=O)C2CCCC2)cc1,0,4,-58,0,-20,2,0.7,-1,-4,-71
COc1ccc2[nH]c(C)c(CCN(Cc3cccs3)C(=S)Nc3ccccc3OC)c2c1,14,4,-15,1,21,-3,-0.3,-3,0,-2
O=[N+]([O-])c1ccc2nc(-c3ccccc3)n(OCc3ccc(Cl)cc3)c2c1,59*,17,-87,7,9,-1,2.2,-6,-4,-39
CCOC(=O)C1=C(CSc2nc(CC)c(C)cc2C#N)OC(N)=C(C#N)C1c1ccccc1 (stereo unspecified),3,8,-12,-1,31,1,0.2,0,3,1
O=C(CN(CC1CCCO1)C(=O)CNS(=O)(=O)c1ccccc1)NCCc1ccccc1 (stereo unspecified),-2,-5,8,0,14,2,-1.1,0,2,20
CCCCCCC1CC(C)(C(=O)CNc2nncs2)OC1=O (stereo unspecified),6,3,-17,-2,-76*,-2,-0.2,-3,-4,-1
COc1ccc(S(=O)(=O)NCCNC(=O)N2CCOCC2)cc1,-8,-6,7,1,11,0,-0.1,-1,-3,-38
CCCOc1cc(C)c(S(=O)(=O)N2CCN(C)CC2)cc1C,0,-5,-18,-2,20,-2,0.4,8,2,-24
O=c1c2ccccc2nc2n1CCN2,7,-2,15,4,35,4,0.0,-4,0,-45
Cc1ccc(N=C2NC(=O)/C(=C/c3cccn3C)S2)cc1C,54*,29,-127,1,17,-11,4.3,-2,3,-63
COc1ccc(C2c3[nH]c4ccccc4c3C[C@H]3C(=O)N(CCCO)CC(=O)N23)cc1OC (stereo partly specified),12,-8,5,-1,6,1,0.6,-3,-1,-34
Cc1ccc(N2CC(NS(=O)(=O)c3cccnc3)CC2=O)cc1C (stereo unspecified),16,2,13,-2,5,0,0.1,/,/,/
CCOc1ccc(N2CC(C(=O)NCCN3C(=O)S/C(=C\c4cccnc4)C3=O)CC2=O)cc1 (stereo unspecified),-17,-3,0,0,1,-2,-0.3,2,5,-9
Cc1ccc(S(=O)(=O)NC2=NCN(Cc3cccnc3)CN2)cc1,-5,-9,7,-4,18,-1,-0.1,-2,-4,-33
CC1=NN(c2ccc(Cl)cc2)C(=O)C1,11,3,-39,-1,-7,2,0.9,-1,4,-8
C/C(=C\c1ccccc1)CN1CCN(c2ccccc2F)CC1,9,3,7,-6,-15,-1,0.2,-5,1,-39
N/C(COc1ccc(Cl)cc1Cl)=N\O,0,-8,6,0,24,0,0.6,0,-3,-20
O=C(Cn1cccn1)N1CCCC(N2CCN(Cc3ccc4c(c3)OCO4)CC2)C1 (stereo unspecified),-9,-1,-14,/,2,-1,0.5,5,10,-13
Cc1cc(/C=N\NC(=O)CC(=O)NC2CCCCC2)c(C)n1-c1cccc(Cl)c1Cl,7,-4,0,-1,21,-1,-0.1,6,2,-12
COc1cc(/C=N/NC(N)=O)cc(Br)c1OCc1ccc(C)cc1,21,7,21,0,14,0,-0.1,-1,0,-14
Cc1ccccc1OCC(=O)Nc1ccccc1-c1ccccc1,13,2,23,-5,7,0,-0.1,/,/,/
C(=C\c1cc(/C=C/c2ccccc2)ncn1)/c1ccccc1,6,18,-145,-1,7,1,5.0,-3,-7,-15
COCCNC(=O)c1ccccc1NC(=O)Cc1ccccc1[N+](=O)[O-],-11,0,-4,-3,1,1,-0.2,5,-4,-39
CCNC(=O)C1=C(O)c2sccc2N(C)S1(=O)=O,14,-1,5,-1,16,-2,-0.4,-2,1,-26
CCCNC(=O)NC(=O)CSc1ccc2c(c1)OCCO2,/,/,/,-1,/,/,/,5,3,-11
Cc1cccc(C)c1NC(=O)CN1C(=O)NC(C)(CCc2ccccc2)C1=O (stereo unspecified),-92,-91*,2,-1,19,-1,-0.6,-1,-1,-4
Cc1cc(NC(=O)Cn2c(=O)n(CCCCC(=O)NC3CCN(Cc4ccccc4)CC3)c(=O)c3ccccc32)n[nH]1,-3,-6,-3,-1,11,1,-0.3,0,-2,-2

# Assay outcomes deposited in PubChem BioAssay by several laboratories.
